Source: PubChem BioAssay
N370S GC – qHTS Assay for Inhibitors and Activators of N370S glucocerebrosidase as a Potential Chaperone Treatment of Gaucher Disease | N370S GC spleen homogenate, 4MU-glucoside fluorescence | Lysosomal acid glucosylceramidase (Homo sapiens), P04062 | hit rate 0.092% among 330,000 | Potency, µM (doses to about 59.4 µM), for the others: at the top dose activity change, negative = inhibition, most hits filed as inhibitors;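 further: 0% = full enzyme activity and -100% = no enzyme basal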
TDP1 inh – qHTS Assay for Inhibitors of Tyrosyl-DNA Phosphodiesterase (TDP1) | recombinant TDP1, AlphaScreen DNA substrate cleavage | Potency, µM (top dose mostly 130 µM), inactives show at the top dose activity change, negative = inhibition, usual class: inhibitors | hit rate 0.28% among 350,000; further: nearly all actives have a fitted effect of over 40% in size
Target sequence (Q9NUW8 whole entry, looked up): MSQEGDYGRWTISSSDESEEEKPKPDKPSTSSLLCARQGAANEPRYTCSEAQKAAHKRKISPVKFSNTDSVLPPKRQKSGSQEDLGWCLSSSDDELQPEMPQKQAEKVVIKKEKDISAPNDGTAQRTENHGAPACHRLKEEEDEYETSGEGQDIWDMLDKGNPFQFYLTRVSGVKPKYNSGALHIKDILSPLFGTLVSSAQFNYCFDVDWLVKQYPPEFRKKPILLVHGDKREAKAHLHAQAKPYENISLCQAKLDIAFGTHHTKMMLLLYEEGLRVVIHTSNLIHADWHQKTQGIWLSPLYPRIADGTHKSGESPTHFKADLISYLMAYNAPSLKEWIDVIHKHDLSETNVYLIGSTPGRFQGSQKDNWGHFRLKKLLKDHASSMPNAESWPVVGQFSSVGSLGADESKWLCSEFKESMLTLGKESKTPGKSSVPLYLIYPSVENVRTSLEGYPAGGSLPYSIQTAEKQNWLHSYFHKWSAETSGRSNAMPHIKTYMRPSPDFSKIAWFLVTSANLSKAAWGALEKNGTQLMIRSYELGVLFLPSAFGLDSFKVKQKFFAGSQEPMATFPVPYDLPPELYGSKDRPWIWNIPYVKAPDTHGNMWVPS
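Enzyme-compound mixtures sat 15 min at room temperature, followed by a 5 min reaction with 15 nM final substrate and 10 min with AlphaScreen beads. Recombinant human Tdp1 was used at 1 nM final.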
FEN1 inh – qHTS Assay for the Inhibitors of Human Flap endonuclease 1 (FEN1) | P39748 | Recombinant FEN1 flap cleavage, fluorescence, 15 min | Potency, µM (highest dose often 114 µM), for the others: at the highest dose activity change, negative = inhibition, usual class: inhibitors | hit rate 0.35% among 390,000 | AID 588795, 2011; further: nearly all actives have a fitted effect of over 65% in size
Target sequence (P39748 whole entry, looked up): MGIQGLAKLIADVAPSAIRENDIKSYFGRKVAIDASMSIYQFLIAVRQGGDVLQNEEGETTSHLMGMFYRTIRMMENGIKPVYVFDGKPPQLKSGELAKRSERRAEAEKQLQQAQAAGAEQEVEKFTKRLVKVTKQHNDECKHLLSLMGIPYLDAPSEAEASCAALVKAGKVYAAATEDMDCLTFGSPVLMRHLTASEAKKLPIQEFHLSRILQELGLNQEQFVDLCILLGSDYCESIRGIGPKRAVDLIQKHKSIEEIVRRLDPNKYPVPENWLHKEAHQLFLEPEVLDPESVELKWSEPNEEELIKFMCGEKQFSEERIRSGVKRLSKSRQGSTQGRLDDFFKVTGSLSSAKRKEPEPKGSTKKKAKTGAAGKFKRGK
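Potency values derive from four-parameter Hill fits of normalized qHTS data. The reaction used 10 nM FEN1 preincubated 15 min at room temperature with compound, then 50 nM DNA substrate, read at 0 and 15 min.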
Active calls of the source: *; u = inconclusive; x = not tested or not shown; & = joins results of further samples; [ ] = dose if it differs, or a comment. The call rests on the fitted dose curve; in most records, active means well fitted curve in the direction sought with a large enough effect; inconclusive means small, poorly fitted or top-dose-only effect, or another doubt; inactive means no such curve, though single readings can be large; an effect the other way counts as inactive or inconclusive. Unless noted, on the % scale 0 is the no-effect control and ±100 the full control effect; potency means the concentration at half of the fitted maximal effect.

The opening six compounds, ahead of the listing:
Values run as follows: N370S GC | TDP1 inh | FEN1 inh
> CCn1c(SCC(=O)Nc2ccc3[nH]c(=O)[nH]c3c2)nnc1-c1ccccc1
 : 7% | x | -11%
> COC(=O)Cc1c(C)c2ccc(OCC(=O)N3CCOCC3)cc2oc1=O
 : 6% | 2% | 3%
> CCOC(=O)c1ccc(NC(=O)CSc2nc3ncc(Br)c(C)c3[nH]2)cc1
 : x | 0% | -3%
> CC1(C)CC(CC(=O)Nc2ccccc2[N+](=O)[O-])C(=O)O1 (stereo not given)
 : 1% | 0% | 2%
> Cc1cccc(N2CCCn3c2nc2c3c(=O)n(CC(=O)OCc3ccccc3)c(=O)n2C)c1
 : 4% | 3% | x
> C=CCN1C(=O)C(C)S/C1=N\S(=O)(=O)c1ccc(Cl)cc1 (stereo not given)
 : 12% | 3% | -1%

This part in full (from the top)
Values run as follows: N370S GC | TDP1 inh | FEN1 inh
> CCn1c(SCC(=O)Nc2ccc3[nH]c(=O)[nH]c3c2)nnc1-c1ccccc1
 : 7% | x | -11%
> COC(=O)Cc1c(C)c2ccc(OCC(=O)N3CCOCC3)cc2oc1=O
 : 6% | 2% | 3%
> CCOC(=O)c1ccc(NC(=O)CSc2nc3ncc(Br)c(C)c3[nH]2)cc1
 : x | 0% | -3%
> CC1(C)CC(CC(=O)Nc2ccccc2[N+](=O)[O-])C(=O)O1 (stereo not given)
 : 1% | 0% | 2%
> Cc1cccc(N2CCCn3c2nc2c3c(=O)n(CC(=O)OCc3ccccc3)c(=O)n2C)c1
 : 4% | 3% | x
> C=CCN1C(=O)C(C)S/C1=N\S(=O)(=O)c1ccc(Cl)cc1 (stereo not given)
 : 12% | 3% | -1%
> COc1ccc(NC(=O)c2ccco2)cc1NC(=O)COc1ccccc1Cl
 : x | 3% | -1%
> COc1nc(C)ccc1-c1noc(-c2cccs2)n1
 : -3% | 1% | -6%
> CCOC(=O)Nc1ccc2nc(N3CCCCCC3)sc2c1
 : -14% | x | -17%
> CC(C)=NN1C(c2nonc2N)=NOC1(C)C
 : -18% | 1% | 12%
> Cc1ccccc1CC(=O)Nc1cc(C(C)(C)C)on1
 : 9% | x | 11%
> CCOc1ccccc1Nc1cc2n(c(=O)n1)CCc1cc(OC)c(OC)cc1-2
 : -17% | x | -20%
> CCC(=O)Nc1ccc(C(=O)COC(=O)C(CCSC)NC(=O)COc2ccccc2)cc1 (stereo not given)
 : -12% | -12% | -14%
> CSc1nsc(SCC(=O)NCc2ccc(C)cc2)n1
 : 2% | x | 9%
> CN(C)CCN1C(=O)c2oc3ccccc3c(=O)c2C1c1ccccc1 (stereo not given)
 : 10% | 4% | x
> COc1ccc(Br)cc1CN1CCN(Cc2c[nH]c3ccccc23)CC1
 : -34% | x | 3%
> Cc1ccccc1CSc1nnc(-c2ccco2)n1Cc1ccco1
 : x | 5% | -5%
> CC(NC(=O)c1sc2cc([N+](=O)[O-])ccc2c1Cl)C(C)(C)C (stereo not given)
 : 6% | 5% | -5%
> Cc1ccc(S(=O)(=O)N2CCN(S(=O)(=O)N3CCC(C)CC3)CC2)cc1C
 : -2% | 7% | 4%
> O=C(NCCCNC(=O)c1ccc(Cl)cc1Cl)c1ccco1
 : 1% | 2% | 5%
> COc1ccccc1NC(=O)C1=C(C)N(c2ccccc2)C(=S)NC1c1cccc(C(F)(F)F)c1 (stereo not given)
 : 22% | 12% | -6%
> Cc1nc(N2CCN(C(c3ccccc3)c3ccccc3)CC2)nc2c1C(=O)CCC2
 : 4% | 2% | x
> CN(C)c1ccc(CNC(=O)c2ccc(Cn3c(=O)c4cccn4c4cccnc43)cc2)cc1
 : x | -8% | 6%
> O=c1c(C(c2ccccc2)c2c(O)nc3n(c2=O)CCCS3)c(O)nc2n1CCCS2
 : 1% | -4% | -10%
> CN1CCN(CC(=O)NC2CCCCC2)CC1
 : x | -12% | 12%
> NC(=O)[C@@H]1CCCN1Cc1nc(Cc2ccccc2Cl)no1
 : -22% | -5% | 12%
> COc1ccccc1/C=N/NC(=O)C(C)Cn1cnc2ccccc21 (stereo not given)
 : 6% | 0% | -1%
> Cn1c(SCC(=O)N/N=C/C=C/c2ccccc2[N+](=O)[O-])nc2ccccc21
 : -1% | 3% | -2%
> CN(c1ccc(C(=O)N2CCCCCC2)cc1)S(=O)(=O)c1ccccc1
 : x | 1% | 25%
> CCN(CC)C(=O)COc1coc(CN2CCN(c3ccc(F)cc3)CC2)cc1=O
 : -1% | -2% | -1%

Sorted by SMILES length (low to high): part of the list above
Values run as follows: N370S GC | TDP1 inh | FEN1 inh
> COc1ccccc1/C=N/NC(=O)C(C)Cn1cnc2ccccc21 (stereo not given)
 : 6% | 0% | -1%
> CN(c1ccc(C(=O)N2CCCCCC2)cc1)S(=O)(=O)c1ccccc1
 : x | 1% | 25%
> Cn1c(SCC(=O)N/N=C/C=C/c2ccccc2[N+](=O)[O-])nc2ccccc21
 : -1% | 3% | -2%

Continued:
Values run as follows: N370S GC | TDP1 inh | FEN1 inh
> COc1ccc(OCCNc2c([N+](=O)[O-])c(=O)oc3ccccc23)cc1
 : -4% | 0% | 5%
> CC(C)c1ccc(NC(=O)C2CCN(S(=O)(=O)c3ccc4c(c3)NC(=O)CO4)CC2)cc1
 : -16% | 5% | -1%
> CN1c2ccccc2-c2nc(SCC(=O)Nc3ccccc3)ncc2S1(=O)=O
 : x | 1% | -1%
> COc1ccc(CCNCc2ccc3c(c2)n(C)c(=O)n3C)cc1OC
 : x | -4% | 12%
> Cc1ccc(CCNC(=O)C2CCN(c3nnc(C)c4c(C)n(-c5ccccc5)nc34)CC2)cc1
 : x | 0% | -14%
> NC1=NC[C@H](c2ccccc2)N1CCCCC1CCCCC1
 : -16% | 4% | 1%
> O=C(O)c1ccc(N2CCCS2(=O)=O)cc1
 : -2% | 2% | 12%
> Cc1ccc(CN(C(=O)COc2ccc(Cl)cc2C)C2CCS(=O)(=O)C2)o1 (stereo not given)
 : x | 9% | 5%
> Cc1cc(C)n2c(SCC(=O)NCc3ccc4c(c3)OCO4)nnc2n1
 : 9% | x | 5%
> COC(=O)c1cc(NC(=O)Cn2nc(-c3ccccc3)c3c(c2=O)CCCC3)cc(C(=O)OC)c1
 : x | 0% | 0%
> COc1ccc(Nc2nc(C(=O)N3CCc4ccccc4C3)cs2)cc1
 : 7% | 6% | -7%
> Cc1ccc(NC(=O)CCCn2c(=O)c3cccn3c3ccccc32)c(Cl)c1
 : x | 4% | -3%
> O=C(c1ccccc1)N1CCN=C1c1ccccc1
 : -11% | 3% | -3%
> CC(C(=O)Nc1ccc(C(=O)O)c(O)c1)N1C(=O)/C(=C\c2ccco2)SC1=S (stereo not given)
 : -5% | x | 3%
> Cc1cc2nc(SC(C)C(=O)O)[nH]c2cc1C (stereo not given)
 : 3% | -4% | -7%

COC(=O)C1C(=O)c2c([nH]c(C(=O)OC3CCCC3)c2C)CC1C (stereo not given)
  N370S GC = 14% | TDP1 inh = 3% | FEN1 inh = -5%

Cc1nc2scc(C)n2c(=O)c1S(=O)(=O)N1CCN(c2ccccc2F)CC1
  N370S GC = -3% | TDP1 inh = 1% | FEN1 inh = -9%

COc1ccc(C(=O)/C(C)=N/O)cc1OC
  N370S GC = -2% | TDP1 inh = 2% | FEN1 inh = 11%

CC(OC(=O)c1ccc(Cl)c([N+](=O)[O-])c1)C(=O)N1CCN(Cc2ccccc2)CC1 (stereo not given)
  N370S GC = x | TDP1 inh = 5% | FEN1 inh = -2%

Cc1ccccc1CSc1nnc(NC(=O)Cc2cccs2)s1
  N370S GC = 9% | TDP1 inh = 3% | FEN1 inh = -3%

Cc1oc2ccc(OCc3c(F)cccc3Cl)cc2c1C(=O)O
  N370S GC = -2% | TDP1 inh = x | FEN1 inh = -2%

CCCCCn1c(SCC(=O)OC)nc2c1c(=O)[nH]c(=O)n2C
  N370S GC = 7% | TDP1 inh = 3% | FEN1 inh = -14%

CC(c1ccco1)N(C(=O)CSc1ccc(Br)cc1)c1ccccn1 (stereo not given)
  N370S GC = 15% | TDP1 inh = 8% | FEN1 inh = -7%

Cc1ccc(N2C(=O)C3C(C2=O)C2C=CC3C23CC3)c([N+](=O)[O-])c1 (stereo not given)
  N370S GC = 5% | TDP1 inh = 2% | FEN1 inh = 5%

Cc1ccc(NC(=O)CN(C)C2CCCCC2)cc1Cl
  N370S GC = -14% | TDP1 inh = 2% | FEN1 inh = -16%

CCCCNC(=O)CSc1nc2n[nH]c(C)c2c(=N)n1-c1cccc(Cl)c1C
  N370S GC = -1% | TDP1 inh = 1%&0% | FEN1 inh = -9%&-3%

NCC(=O)c1cccc2ccc[n+]([O-])c12
  N370S GC = 2% | TDP1 inh = -4% | FEN1 inh = u

COc1ccc(OC)c(NC(=O)CCN2CCN(CCO)CC2)c1
  N370S GC = -9% | TDP1 inh = 4% | FEN1 inh = 4%

COc1cc(NC(=O)CCn2c(=S)oc3ccccc32)cc(OC)c1OC
  N370S GC = 5% | TDP1 inh = x | FEN1 inh = -15%

COc1ccc(CCN2C(=O)CC(NNC(=O)c3ccccc3Br)C2=O)cc1OC (stereo not given)
  N370S GC = -1% | TDP1 inh = 3% | FEN1 inh = -5%

C[C@]12CC[C@@H]3c4ccc(O)cc4CC[C@H]3[C@@H]1CCC2=O
  N370S GC = 6%&3%&4% | TDP1 inh = -3% | FEN1 inh = 17%

Cc1c(CN(C)C(=O)/C=C/c2ccc([N+](=O)[O-])cc2)cnn1C
  N370S GC = 0% | TDP1 inh = 3% | FEN1 inh = 35%[activator]

O=c1cnnc(N/N=C/c2cccs2)[nH]1
  N370S GC = -10% | TDP1 inh = 8% | FEN1 inh = -10%

O=C(CN1CCN(c2nc(-c3ccc(F)cc3)cs2)CC1)Nc1ccc2c(c1)OCO2
  N370S GC = 19% | TDP1 inh = 3% | FEN1 inh = -5%

CN1CCN(CC(O)c2ccccc2)CC1 (stereo not given)
  N370S GC = 7% | TDP1 inh = 6% | FEN1 inh = x

CCCN(C(=O)CCNC(=O)Cn1cnc2ccccc2c1=O)c1cccc(C)c1
  N370S GC = -7% | TDP1 inh = 0% | FEN1 inh = 2%&2%

NC(=O)CS(=O)(=O)c1nc2ccccc2n1CC(=O)N1CCCCC1
  N370S GC = 0% | TDP1 inh = 5% | FEN1 inh = -17%

O=C(O)c1ccc(-c2nc3ccccc3[nH]2)cc1
  N370S GC = 3% | TDP1 inh = -1% | FEN1 inh = 10%

COc1ccc(C(=O)NCCc2cn3ccc(C)cc3n2)cc1
  N370S GC = 0% | TDP1 inh = 7% | FEN1 inh = 5%

COC(=O)c1ccc(Sc2ccc(F)cc2)c(N)c1
  N370S GC = 2% | TDP1 inh = 5% | FEN1 inh = -22%

FB(F)F
  N370S GC = -2% | TDP1 inh = 6% | FEN1 inh = x

Cc1noc(C)c1CSc1ncnc2sc3c(c12)CCCCC3
  N370S GC = -10% | TDP1 inh = 3% | FEN1 inh = 4%

Cn1ncc(Br)c1C(=O)Nc1ccc(Br)cn1
  N370S GC = 29% | TDP1 inh = -5% | FEN1 inh = 8%

Cc1cc(-c2ccccc2)nc2cc(C(=O)NCCCn3ccnc3)nn12
  N370S GC = -3% | TDP1 inh = 0% | FEN1 inh = -6%

CN(C)CCCn1cnc2c1c(=O)[nH]c(=O)n2Cc1ccccc1
  N370S GC = -16% | TDP1 inh = x | FEN1 inh = 15%

CC1=C(C#N)C(c2cccnc2)C2=C(N1)c1ccccc1C2=O (stereo not given)
  N370S GC = 9% | TDP1 inh = 5% | FEN1 inh = -3%

CCOc1ccc(N2CC(C(=O)Nc3c(C)n(C)n(-c4ccccc4)c3=O)CC2=O)cc1 (stereo not given)
  N370S GC = 1% | TDP1 inh = 5% | FEN1 inh = 5%

CCOc1cc(C(=O)N2CCN(C/C=C/c3ccccc3)CC2)cc(OCC)c1OCC
  N370S GC = -7% | TDP1 inh = 2% | FEN1 inh = -11%

Cc1ccc(C)c(CNc2ccc(S(=O)(=O)N3CCCCC3)cc2)c1
  N370S GC = x | TDP1 inh = 0% | FEN1 inh = 0%

CC(=O)/C(N=Nc1cccc(C(F)(F)F)c1)=C(\C)O
  N370S GC = -16% | TDP1 inh = 5% | FEN1 inh = -3%

Cc1ccc(NC(=O)CCS(=O)(=O)c2cc3c(cc2Cl)NC(=O)CO3)cc1
  N370S GC = -1% | TDP1 inh = 2% | FEN1 inh = 6%

CCn1nc(C(C)C(=O)O)c2ccccc2c1=O (stereo not given)
  N370S GC = 0% | TDP1 inh = -3% | FEN1 inh = -8%

CC1CN(C(=O)Cc2ccc(-c3ccccc3)cc2)CC(C)O1 (stereo not given)
  N370S GC = -5% | TDP1 inh = 4% | FEN1 inh = 15%
